# Assay outcomes as filed in PubChem BioAssay.
# ssDAF12 agonist: activates DAF-12 receptor from parasite S. stercoralis. HEK293 ssDAF-12/GRIP1 lit1-tk-luc reporter, luminescence; % of 3 µM dafachronic acid response. 1% of 370,000 active. activation, % at 6.8 µM. AID 652126;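 active means activation above the mean over all tested compounds plus 3 SD, cut at about 0.9% in these data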;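 further: 0% = DMSO-only wells and 100% = 3 µM delta7-dafachronic acid wells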
# hcDAF-12 act: H. contortus DAF-12 activation, primary screen; HEK293 hcDAF-12 lit1-tk-luc reporter, luminescence; 0% DMSO, 100% Δ7-dafachronic acid; activation, % at 6.8 µM; 1.4% of 370,000 active;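 active means activation above the mean of all tested compounds plus 3 SD, cut at about 5.5% in these data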;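 further: 100% = response to 3 µM Δ7-dafachronic acid high control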
# DAX1 inh-1: DAX1 (NR0B1) inhibition, primary screen. HEK293T StAR-luciferase reporter, SF-1/DAX-1 repression relief. inhibition, % at 6.8 µM. 1.1% of 370,000 active. AID 652010;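 active means inhibition above the mean over all tested compounds plus 3 SD, cut at about 3.6% in these data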;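 further: 0% = DAX-1 cells with DMSO and 100% = cells lacking DAX-1 with DMSO; higher inhibition means more luminescence from relief of DAX-1 repression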
# FXN GAA850 act: activators of GAA850 frataxin (FXN) promoter; activation, % at 6 µM; AID 540364; 0.56% of 360,000 active; HEK293 lucGAA850 FXN promoter luciferase reporter, 24 h; percent of 10 µM SAHA response;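 active means activation above the average of all compounds screened plus 3 SD, cutoff fixed separately per campaign, cut at about 7.5% in these data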;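 further: 0% = DMSO wells and 100% = 10 µM SAHA wells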
# GC-B act: GC-B (human) receptor activation | AID 1920062 | activation, % at 10 µM | HEK293-GC-B cells, CNP EC30, cGMP TR-FRET; 0% at EC30 CNP, 100% saturating CNP | 0.11% of 370,000 active | P20594;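 active means activation at 10 µM reaching about 35% in either raw or pattern-adjusted values, limit read from the data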
# hgDAF-12 ag: agonists of H. glycines DAF-12 nuclear receptor. AID 687014. HEK293 GAL4-hgDAF12 UAS-luciferase reporter, agonist luminescence; normalized to butyrate control. activation, % at 6.8 µM. 1.8% of 370,000 active;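 active means activation above a cutoff set at the mean of all screened compounds plus 3 SD, cut at about 10% in these data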;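 further: 0% = DMSO wells and 100% = sodium butyrate wells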
# SMARCA2 act: SMARCA2 function activation, primary screen; MG213 cells, MMTV-luciferase reporter, dexamethasone, overnight; activation, % at 9.1 µM; 1% of 370,000 active; AID 652017; in the data active means activation above about 7.8%;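 further: 0% = vehicle wells and 100% = reference activator wells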
# DAX1 inh-2: inhibits human nuclear receptor DAX1. P51843. HEK293 Gal4-DAX1 luciferase reporter, luminescence. inhibition, % at 6.75 µM. 0.99% of 340,000 active. AID 504766;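 active means inhibition above the mean over all tested compounds plus 3 SD, cut at about 4.2% in these data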;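 further: 0% = DAX1-transfected cells with DMSO and 100% = empty-vector control cells with DMSO; inhibition shows as a rise in luminescence from relieved DAX1 repression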
# sPLA2-III inh: Blocks human group III sPLA2 activity; Q9NZ20; QFRET BODIPY PC-A2 liposome hydrolysis, fluorescence; inhibition, % at 12.2 µM; 0.56% of 370,000 active; AID 743126;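 active means inhibition above mean plus 3 SD of compounds lying within the high and low control bounds, cut at about 19% in these data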;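 further: 0% = median of test compound wells and 100% = no enzyme DMSO wells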
# Target sequence (Q9NZ20 whole entry, looked up): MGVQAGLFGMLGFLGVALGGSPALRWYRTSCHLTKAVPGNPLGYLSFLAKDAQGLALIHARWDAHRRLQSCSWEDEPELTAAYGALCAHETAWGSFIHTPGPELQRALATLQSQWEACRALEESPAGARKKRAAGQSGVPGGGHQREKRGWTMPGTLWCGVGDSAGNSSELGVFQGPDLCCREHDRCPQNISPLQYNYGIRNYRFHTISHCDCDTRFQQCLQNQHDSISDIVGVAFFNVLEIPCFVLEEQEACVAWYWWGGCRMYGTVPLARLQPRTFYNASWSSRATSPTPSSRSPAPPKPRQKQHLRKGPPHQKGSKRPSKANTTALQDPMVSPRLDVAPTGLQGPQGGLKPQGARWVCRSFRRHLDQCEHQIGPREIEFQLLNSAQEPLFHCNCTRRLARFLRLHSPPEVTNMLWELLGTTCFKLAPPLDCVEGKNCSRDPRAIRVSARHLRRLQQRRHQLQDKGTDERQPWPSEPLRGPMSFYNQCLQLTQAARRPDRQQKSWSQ
# NPR1 activator: GC-A (human) enzyme activation; 0.14% of 370,000 active; activation, % at 10 µM; P16066; AID 1671463; HEK293 GC-A cells, cGMP TR-FRET, EC30 ANP; 0% at EC30 ANP, 100% saturating ANP; in the data active means activation above about 40%
# ADAM10 inh: ADAM10 inhibition, QFRET primary screen. 0.62% of 370,000 active. inhibition, % at 7 µM. recombinant ADAM10, EDANS/DABCYL FRET peptide cleavage, 3 h;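 active means inhibition above a per-campaign cutoff equal to the mean of compounds falling between control-based bounds plus 3 SD, cut at about 20% in these data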;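 further: 0% = DMSO wells while the 100% control is not disclosed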
# Target sequence (O14672 214-748 limits assumed): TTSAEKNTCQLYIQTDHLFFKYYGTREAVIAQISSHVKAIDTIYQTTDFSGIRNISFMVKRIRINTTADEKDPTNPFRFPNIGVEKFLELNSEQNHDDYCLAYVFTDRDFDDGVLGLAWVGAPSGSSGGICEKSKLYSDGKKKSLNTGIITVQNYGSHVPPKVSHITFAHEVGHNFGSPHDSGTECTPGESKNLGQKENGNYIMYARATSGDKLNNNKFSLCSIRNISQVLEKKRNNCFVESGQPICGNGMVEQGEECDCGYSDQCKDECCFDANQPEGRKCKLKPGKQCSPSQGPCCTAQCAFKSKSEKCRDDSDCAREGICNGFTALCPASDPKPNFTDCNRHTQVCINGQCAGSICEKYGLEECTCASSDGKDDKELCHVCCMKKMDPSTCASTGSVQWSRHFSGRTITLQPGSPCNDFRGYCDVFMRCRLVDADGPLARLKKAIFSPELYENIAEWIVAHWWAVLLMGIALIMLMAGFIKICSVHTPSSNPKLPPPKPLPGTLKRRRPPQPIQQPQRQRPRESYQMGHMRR
# * hit, by the source's call; i = inactive; x = not tested or not shown.
no.	structure	ssDAF12 agonist	hcDAF-12 act	DAX1 inh-1	FXN GAA850 act	GC-B act	hgDAF-12 ag	SMARCA2 act	DAX1 inh-2	sPLA2-III inh	NPR1 activator	ADAM10 inh
1	NC(=O)Nc1ccc(C(=O)OCC(=O)Nc2cccc(S(=O)(=O)NC3=NCCC3)c2)cc1	-1.5	-1.0	-0.5	-0.7	-3	0.6	2	-0.3	-2	0	-14
2	CCOC(=O)N/N=C(/C)c1ccc(N2C(=O)C3CCCCC3C2=O)cc1 (stereo not given)	-0.8	1.7	-0.3	1.1	-2	6.7	-1	1.3	2	3	-6
3	Cc1onc(-c2ccccc2Cl)c1C(=O)N1CCN(C(=O)c2ccco2)CC1	-1.3	-1.3	-0.2	0.6	-6	-0.1	0	0.6	0	-1	-2
4	FC(F)(F)C(Oc1nc(Nc2ccc(Cl)cc2)nc(N2CCOCC2)n1)C(F)(F)F	-0.1	-1.3	0.4	-2.2	-7	-0.6	-1	-1.5	5	-6	-4
5	Cc1cc(C(=O)OC2CCOC2=O)c2ccccc2n1 (stereo not given)	0.1	-0.6	1.2	1.2	1	2.1	2	1.7	-1	-5	-13
6	N#CC1=C(N)Oc2cc(N)ccc2C1c1ccc(Cl)cc1 (stereo not given)	-1.5	-1.6	0.3	0.6	6	3.3	-1	-0.3	-10	29	-5
7	Cc1ccc(S(=O)(=O)N(C)CC(=O)Nc2nnc(CC(C)C)s2)cc1	-0.8	-0.3	0.8	0.1	2	2.5	2	1.1	-2	0	-3
8	O=C(c1ccc(F)cc1)C(CN1CCOCC1)c1ccccc1 (stereo not given)	-2.0	-2.3	-1.8	-9.3	-19	-4.4	-8	-4.1	-4	-8	-2
9	CCCCCCN=CC1=C(O)C(C(=O)OC)C(C)(C)CC1=O (stereo not given)	-1.3	-2.2	0.0	-1.1	6	0.2	0	0.2	6	5	8
10	CCCn1c(N2CCN(C(=O)N3CCCCC3)CC2)nc2ccccc21	-1.1	-2.2	0.0	3.3	1	-1.7	-2	-0.9	0	1	-3
11	COC(=O)c1c(C)[nH]c(C(=O)/C=C/c2ccccc2Cl)c1C	-0.9	-0.1	0.0	3.1	1	3.9	5	1.1	-1	-4	4
12	CC(Oc1ccc(F)cc1)C(=O)Nc1sc2c(c1C(=O)NCc1cccnc1)CCCC2 (stereo not given)	-1.7	-1.9	-1.1	-0.3	3	-1.6	-5	0.3	-12	-12	10
13	CCC(=O)N(C)C[C@@H]1Oc2ncc(Br)cc2C(=O)N([C@H](C)CO)C[C@H]1C	0.1	2.4	0.4	-0.9	5	-3.6	-2	2.8	5	6	-4
14	CCCc1cc(=O)[nH]c(SCCOC(=O)c2ccccc2)n1	-0.8	-2.1	-0.1	-0.4	-9	-1.6	-4	-2.7	-12	-1	-6
15	Nc1c(C(=O)Nc2cccc(F)c2)nnn1-c1ccc2c(c1)OCCO2	0.9	7.0*	4.5*	0.8	-8	17*	4	-1.0	2	-25	6
16	COc1ccc(CCCc2nnc(SCC(=O)Nc3cccc(C)c3)o2)cc1	-1.6	-3.0	-0.5	0.8	-10	1.1	1	-1.0	-12	-5	9
17	CCC(C)NC(=O)CCn1c(-c2ccccc2)cc(C(C)=O)c1C (stereo not given)	-1.1	-1.4	0.4	0.5	2	0.5	-1	-1.1	3	0	5
18	C=CC[C@@H](CC(=O)N[C@H](CO)Cc1ccccc1)C(=O)N[C@H](COC(=O)[C@H](CC=C)CC(=O)OC(C)(C)C)Cc1c[nH]c2ccccc12	-1.6	-0.9	-1.2	-6.2	-2	-5.2	0	-0.3	-66	-7	29*
19	Cn1cc(P(=O)(N2CCOCC2)N2CCOCC2)cc1P(=S)(N1CCOCC1)N1CCOCC1	-0.9	-0.8	0.2	1.0	2	-0.8	-3	0.6	-4	1	-4
20	Cn1c(N)c(C(=O)/C=C/c2ccccc2)c(=O)[nH]c1=O	1.1*	2.6	1.0	5.9	-5	8.9	12*	1.7	1	6	-13
21	CCCCNC(=O)Cn1nnc(-c2ccccc2)c1COc1ccc(C(C)=O)cc1	-1.7	-1.1	0.8	0.6	-1	-0.9	0	x	8	6	-15
22	CCc1ccc2oc(-c3ccc(OC)cc3)cc(=Nc3cccc(C(=O)O)c3)c2c1	0.2	6.5*	3.3	3.4	-1	13*	0	-1.0	-1	-3	i
23	CC(C)(C)CNC(=O)C1(C)CCN1C(=O)Cc1ccc(C(C)(C)C)cc1 (stereo not given)	-1.1	-1.2	-1.4	-0.1	5	-1.0	-5	x	14	4	-5
24	COc1cc2c(C(=O)O)c(C)n(CC(C)C)c2c2ccccc12	-0.9	-1.7	0.2	4.7	4	1.8	-1	-0.2	-3	-3	-65
25	COc1ccc(OC)c(NC(=O)CSc2nnc(-c3ccncc3)s2)c1	-1.1	-0.8	1.5	-0.9	-9	0.6	0	2.3	4	-12	-9
26	CCOc1cc(N2CCOCC2)c(OCC)cc1NC(=O)CN1CCc2ccccc2C1	-1.5	-1.8	-1.2	-1.3	6	-2.2	-1	-1.1	5	12	6
27	CCCC1CCC2(CCCN2CCOC(=S)Nc2ccccc2)CC1 (stereo not given)	-1.9	-2.7	x	x	-6	2.5	x	x	8	1	2
28	O=C1/C(=C/c2cccs2)Cc2ccccc21	-0.9	1.5	0.2	3.7	-5	5.4	9.6*	-0.6	9	5	-2
29	O=C(Nc1cccc(Cl)c1)N1CCCCCC1	-1.4	-0.6	0.1	2.0	-2	2.8	1	-0.7	2	-1	-1
30	COc1ccccc1C(=O)N1CCN(S(=O)(=O)c2ccccc2)CC1	-1.5	-0.7	0.1	1.4	4	-1.1	-4	1.0	7	0	-11
31	Cc1cnc(C(=O)NC(Cc2ccccc2)c2ccccc2)cn1 (stereo not given)	-1.6	-1.2	0.3	0.7	-3	0.8	-1	0.4	0	0	-12
32	COc1ccc(OC(=O)/C=C/c2ccc([N+](=O)[O-])cc2)cc1	-0.6	-0.4	-0.2	0.1	0	1.1	-1	1.1	-4	5	4
33	CCN(CC)c1ccc(CNC23CN4CN(CN(C4)C2)C3)cc1	-1.3	-1.8	-1.2	2.4	3	4.0	-2	-0.9	11	2	6
34	Cc1cc(NC(=O)CN2CCN(C/C=C/c3ccccc3)CC2)c([N+](=O)[O-])cc1C	-0.8	-3.1	-0.2	3.5	-3	1.1	-2	-1.3	6	-4	5
35	Cc1noc(C)c1C(=O)OCC(=O)NC(=O)NC12CC3CC(CC(C3)C1)C2	-1.3	-1.9	-0.5	-0.8	1	1.0	-3	-0.3	8	1	-4
36	O=[N+]([O-])c1ccccc1NC1CCN(Cc2ccccc2)CC1	-1.6	0.3	-0.1	1.1	-12	-1.7	1	1.2	8	-26	-6
37	CCOC(=O)c1nn(-c2ccc3c(c2)OCO3)cc1O	-0.5	0.6	1.7	2.5	-3	9.3	5	1.1	4	-1	-245
38	CS(=O)(=O)N1CCc2cc(C(=O)N3CCOCC3)ccc21	-0.9	-1.0	0.5	0.9	0	0.6	0	-0.4	8	2	3
39	O=C(Nc1ccccc1)c1ccc2ccccc2n1	1.9*	18*	5.4*	3.2	0	19*	2	5.6*	0	1	-2
40	O=C(CCN1CCN(c2ccccc2)CC1)NNC(=O)Cc1ccccc1Cl	-0.9	-1.9	-1.1	0.2	0	-1.3	-1	0.6	6	1	-9

# Some of the entries so far, in transposed form:
(35) Cc1noc(C)c1C(=O)OCC(=O)NC(=O)NC12CC3CC(CC(C3)C1)C2
(31) Cc1cnc(C(=O)NC(Cc2ccccc2)c2ccccc2)cn1 (stereo not given)
(36) O=[N+]([O-])c1ccccc1NC1CCN(Cc2ccccc2)CC1
compound no.	35	31	36
ssDAF12 agonist	-1.3	-1.6	-1.6
hcDAF-12 act	-1.9	-1.2	0.3
DAX1 inh-1	-0.5	0.3	-0.1
FXN GAA850 act	-0.8	0.7	1.1
GC-B act	1	-3	-12
hgDAF-12 ag	1.0	0.8	-1.7
SMARCA2 act	-3	-1	1
DAX1 inh-2	-0.3	0.4	1.2
sPLA2-III inh	8	0	8
NPR1 activator	1	0	-26
ADAM10 inh	-4	-12	-6

# Following part
no.	structure	ssDAF12 agonist	hcDAF-12 act	DAX1 inh-1	FXN GAA850 act	GC-B act	hgDAF-12 ag	SMARCA2 act	DAX1 inh-2	sPLA2-III inh	NPR1 activator	ADAM10 inh
41	Cc1nn(-c2ccccc2)nc1-c1nnc(-c2ccc(C(F)(F)F)cc2)o1	-0.9	1.6	0.0	0.3	5	0.0	-3	2.8	7	7	-9
42	C[N+](C)(C)CCCCCC[N+](C)(C)C	-0.4	-0.2	0.3	-0.6	-6	1.4	0	0.1	3	5	-1
43	CC(C)OC(=O)CC1=NC(=O)CS1	-0.8	-1.4	-0.2	0.4	-1	-0.3	-7	0.3	6	-2	-1
44	CCCc1c(NC(=O)Nc2ccc(F)cc2)cnn1-c1ccccc1	-1.8	0.6	-0.1	-4.5	4	-5.5	-5	-1.4	-6	4	12
45	C=CCSc1nc2ccccc2n1S(=O)(=O)c1ccc(Cl)cc1	-0.9	0.3	-0.6	1.8	0	-0.9	0	0.4	-5	0	2
46	CCN(CC)C(=O)CC[C@H]1CC[C@]2(CCCN(Cc3ccncc3)C2)O1	-1.3	-1.4	0.4	x	-1	0.4	0	x	2	4	1
47	Cc1cc(NC(=O)c2cncc(Br)c2)no1	-1.4	-2.4	-0.3	2.4	0	-1.5	-3	0.2	3	5	-8
48	Cc1ccccc1C(=O)Nc1cc(NC(=O)c2ccccc2C)cc(C(=O)O)c1	-1.0	3.3	0.4	1.6	1	1.4	-1	1.8	0	1	0
49	COc1cccc(-c2cnc3c(NC(C)=O)cc(-c4ccccc4OC)cn23)c1	-1.4	-1.8	-0.8	3.1	4	-5.7	-3	x	2	-3	-69
50	CC(=O)Nc1ccc(SC[C@H](CC(C)C)N2CCN(CCc3ccccc3)CCC2=O)cc1	-0.9	-0.5	0.1	-1.6	-1	-2.2	-1	0.9	-15	-1	6
51	O=C(O)c1ccc(Nc2nc(-c3ccccc3)cs2)cc1	0.8	5.0	5.0*	2.7	-7	15*	7	2.3	-14	6	-2
52	CCN(CC(=O)Nc1c(F)cccc1F)C(=O)c1ccc(S(=O)(=O)N(CC)c2ccccc2)cc1	-0.8	-1.6	-1.4	0.4	-2	0.5	-3	0.1	-3	-4	-7
53	CCCC(=O)NCCCCNC(=O)CCC	-0.3	0.8	0.2	0.2	-8	-1.2	0	0.3	-2	8	-8

# Whole records as entered above:
# `CCCC(=O)NCCCCNC(=O)CCC` across the screens: ssDAF12 agonist: -0.3; hcDAF-12 act: 0.8; DAX1 inh-1: 0.2; FXN GAA850 act: 0.2; GC-B act: -8; hgDAF-12 ag: -1.2; SMARCA2 act: 0; DAX1 inh-2: 0.3; sPLA2-III inh: -2; NPR1 activator: 8; ADAM10 inh: -8
# `CCN(CC)C(=O)CC[C@H]1CC[C@]2(CCCN(Cc3ccncc3)C2)O1` across the screens: ssDAF12 agonist: -1.3; hcDAF-12 act: -1.4; DAX1 inh-1: 0.4; FXN GAA850 act: x; GC-B act: -1; hgDAF-12 ag: 0.4; SMARCA2 act: 0; DAX1 inh-2: x; sPLA2-III inh: 2; NPR1 activator: 4; ADAM10 inh: 1
